Source: PubChem
Efflux pump mplx: blocks antifungal efflux pumps in multiplex yeast assay | S. cerevisiae Candida pump triplex, Nile Red efflux | inhibition, % at 10 µM | actives 0.44% (n = 330,000) | AID 485275;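 active = plate passing quality check with inhibition over a set limit, or well fluorescence over plate mean plus 4 SD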;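 note: Nile Red retained in pooled yeast measured as flow cytometry median fluorescence; 0% = buffer negative control and 100% = Enniatin B positive control; higher means more Nile Red kept so more efflux inhibition; some compounds called inactive have numbers as strong as hits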
proCasp7 act: counter-screen: procaspase-7 (human) activation | AID 463210 | actives 0.093% (n = 330,000) | activation, % at 8.5 µM | P55210 | recombinant procaspase-7, Ac-DEVD-pNA absorbance 405 nm; D23A/D198A/D206A triple mutant, cannot self-cleave; scale: DMSO 0, 5 µM enzyme 100;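 active = percent activation above the screen-wide mean plus 3 SD, cut at about 25% in these data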
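signal = Epi-absorbance of released pNA at 405 nm, two timepoints | assay system = Uncleavable procaspase-7 mutant enzyme | reagent = Ac-DEVD-pNA substrate, 400 µM as added | times = 1 h enzyme–compound preincubation and 2 h substrate reaction, both 25 °C | benchmarks = low DMSO alone, high DMSO plus 5 µM PC-7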
proCasp3 act: activates human procaspase-3. AID 463141. P42574. actives 0.11% (n = 330,000). activation, % at 8.5 µM. recombinant procaspase-3 D3A, Ac-DEVD-pNA absorbance 405 nm;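 active = activation above the mean of all tested compounds plus 3 SD, cut at about 21% in these data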;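 note: 0% = DMSO alone and 100% = DMSO wells spiked with extra 5 µM PC-3 D3A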
Target sequence (P42574 whole entry D9A/D28A/D175A): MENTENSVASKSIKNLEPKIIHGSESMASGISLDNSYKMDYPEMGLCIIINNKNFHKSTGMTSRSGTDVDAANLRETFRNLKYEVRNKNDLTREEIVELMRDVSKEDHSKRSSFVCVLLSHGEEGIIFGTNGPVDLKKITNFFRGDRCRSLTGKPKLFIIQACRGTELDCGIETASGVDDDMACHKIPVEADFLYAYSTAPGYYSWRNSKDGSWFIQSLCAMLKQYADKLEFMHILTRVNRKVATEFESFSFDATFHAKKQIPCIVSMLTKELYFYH
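Technique: 405 nm absorbance of p-nitroaniline, reads at 0 and 120 min; Test system: Procaspase-3 D3A mutant; Incubation: 1 h enzyme-compound preincubation, then 2 h substrate reaction, 25 °C; Repeats: singlicate, each compound tested once; Benchmarks: low control DMSO wells, high control DMSO plus 5 µM PC-3 D3A.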
PP1 counter: blocks human PP1-alpha phosphatase, a PP5 counter-screen; inhibition, % at 6.7 µM; actives 0.9% (n = 320,000); P62136; purified PP1alpha, OMFP fluorescence;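 active = inhibition above the mean inhibition of all tested compounds plus 3 SD, computed separately for each screening campaign, cut at about 15% in these data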
Target sequence (P62136 whole entry, looked up): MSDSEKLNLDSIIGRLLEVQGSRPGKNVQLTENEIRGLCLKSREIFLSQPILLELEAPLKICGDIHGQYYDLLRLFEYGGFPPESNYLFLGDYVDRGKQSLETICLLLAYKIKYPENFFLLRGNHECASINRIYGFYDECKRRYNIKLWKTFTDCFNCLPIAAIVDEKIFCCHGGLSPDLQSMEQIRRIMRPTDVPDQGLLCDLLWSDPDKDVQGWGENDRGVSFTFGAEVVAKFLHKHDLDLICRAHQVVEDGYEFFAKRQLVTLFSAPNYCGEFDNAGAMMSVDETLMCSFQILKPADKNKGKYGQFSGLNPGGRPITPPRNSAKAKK
TPT1 inhibitor: C. albicans TPT1 enzyme inhibition; actives 0.81% (n = 300,000); recombinant caTPT1, FP RNA substrate dephosphorylation; inhibition, % at 5 µM; AID 1962;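 active = inhibition above the mean of all tested compounds plus 3 SD, set per screening campaign, cut at about 24% in these data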;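 note: plate controls were DMSO alone for no effect and ferristatin control at 100 nM for full effect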
GASC-1 inh: blocks human GASC-1 demethylase activity | Q9H3R0 | GST-JMJD2C(1-420) H3K9me3 demethylation, DELFIA europium | inhibition, % at 2.35 µM | actives 0.069% (n = 330,000) | AID 2099;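 active = more than half of a compound's replicate wells show inhibition beyond 50%, single wells judged on their own value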;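 note: signal counts dimethyl H3K9 product captured on neutravidin plate; 0% = median of DMSO wells and 100% = 0.3 times that DMSO median; strong numbers were not always called active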
Target sequence (Q9H3R0 1-420 limits assumed): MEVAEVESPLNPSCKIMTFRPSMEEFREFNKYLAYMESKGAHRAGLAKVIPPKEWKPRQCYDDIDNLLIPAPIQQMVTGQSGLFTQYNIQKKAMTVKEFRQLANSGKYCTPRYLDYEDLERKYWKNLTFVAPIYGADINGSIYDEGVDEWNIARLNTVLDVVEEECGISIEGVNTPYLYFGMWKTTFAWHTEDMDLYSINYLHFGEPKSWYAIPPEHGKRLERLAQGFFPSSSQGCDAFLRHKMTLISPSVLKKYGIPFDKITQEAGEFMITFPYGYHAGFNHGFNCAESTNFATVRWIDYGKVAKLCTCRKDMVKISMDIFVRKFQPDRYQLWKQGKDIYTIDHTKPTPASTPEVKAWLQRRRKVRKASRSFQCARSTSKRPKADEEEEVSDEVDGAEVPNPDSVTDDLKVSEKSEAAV
PP5 primary: PP5 (human) phosphatase inhibition. P53041. purified PP5c, OMFP substrate fluorescence. inhibition, % at 6.7 µM. actives 0.18% (n = 320,000);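 active = inhibition above the campaign's mean inhibition across all tested compounds plus 3 SD, cut at about 9.5% in these data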;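 note: 0% = DMSO only and 100% = 100 µM cantharidin control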
core dimer inh: HCV core protein dimerization inhibition | TR-FRET GST/Flag-core106 dimerization, 1536-well | inhibition, % at 5 µM | actives 0.33% (n = 300,000) | AID 1899;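 active = inhibition above the mean of all tested compounds plus 3 SD, set per screening campaign, cut at about 45% in these data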
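Material: GST/Flag-tagged HCV core106 proteins. Incubation: 4 h, 22.5 °C incubation. Read-out basis: inhibition (%) from 671 over 617 nm ratio. Measured by: TR-FRET, excitation 340 nm, emission 617 and 671 nm.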
Fh CTSL1 inh: cathepsin L1 inhibition, PFM18AAP counter-screen | recombinant F. hepatica cathepsin L1, Z-Leu-Arg-MCA fluorescence | inhibition, % at 5.96 µM | AID 1906 | actives 0.49% (n = 300,000);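 active = inhibition above the mean of all tested compounds plus 3 SD, set per screening campaign, cut at about 17% in these data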;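 note: 0% = plate median of test compound wells and 100% = 1 µM Z-Phe-Ala-diazomethylketone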
Active calls of the source: *; . = no result given. Random draw from the library. Share with any hit: about 2.9%.

SMILES	Efflux pump mplx	proCasp7 act	proCasp3 act	PP1 counter	TPT1 inhibitor	GASC-1 inh	PP5 primary	core dimer inh	Fh CTSL1 inh
CCSc1nc2ccccc2n1C(=O)/C=C\c1ccc(OC)c(OC)c1	-0.1	6	5	-4	0	5	2.8	-6	-5
CC1CN(S(=O)(=O)c2cccc(C(=O)NCCCn3ccnc3)c2)CC(C)O1 (stereo unspecified)	0.0	14	6	-3	1	2	-0.8	-1	3
Cc1cc(/C([O-])=C(/C(=S)Nc2ccccc2)[n+]2ccccc2)c(C)n1-c1ccccc1	0.1	-3	-5	7	5	3	4.0	32	2
Nc1cc(=O)[nH]c(SCc2cccc(Cl)c2)n1	0.0	2	3	1	-1	0	0.3	11	0
COc1ccc(NC2CCCN(C(=O)CCN3CCCC3=O)C2)cc1OC (stereo unspecified)	-0.1	-29	-20	0	-5	-15	-0.2	3	1
COc1cc(/C=N/NC(=O)CNC(=O)c2ccncc2)ccc1OC(C)=O	0.0	4	-2	-1	-4	0	2.5	-7	-3
CCOc1ccc(S(=O)(=O)NC(=O)c2ccccc2)cc1	0.0	13	4	-2	-1	2	4.0	-1	1
CCOC(=O)CN1C(=O)N[C@@H](c2ccccc2)[C@@H](C(=O)OC)[C@H]1C	-0.1	-4	1	-2	-5	-8	0.7	-9	1
COc1ccccc1NC(=O)C(CC(C)C)NC(=O)C1CCCCC1 (stereo unspecified)	-0.1	4	2	0	0	-25	1.4	-2	5
O=C(COC(=O)c1ccccc1O)Nc1cc([N+](=O)[O-])ccc1Cl	0.1	6	3	-2	0	-5	0.7	-1	-6
NC(=O)c1ccsc1NC(=O)COC(=O)C1CC2CCCC(C1)C2=O (stereo unspecified)	-0.1	12	-5	1	-2	38	1.3	4	-5
c1csc(-c2nc(-c3ccc(-c4ccon4)s3)no2)c1	0.1	3	8	4	4	-4	0.3	9	1
COc1ccccc1OCCCCCCN1CCOCC1	-0.2	-1	-3	-2	-1	-10	3.5	1	1
CCOc1ccc(NC(=O)NCCCSC2CCCCC2)cc1	0.5	0	2	-1	-1	-11	2.5	3	3
O=C(COC(=O)/C=C/c1ccc(S(=O)(=O)N2CCc3ccccc32)cc1)NC1CCS(=O)(=O)C1 (stereo unspecified)	-0.1	7	0	2	-3	3	2.1	1	9
O=C(CN1C(=O)C2CCCCC2C1=O)OCn1nnc2ccccc2c1=O (stereo unspecified)	0.1	-2	4	1	0	25	2.1	10	9
CCC(=O)Nc1cccc2c1C(=O)N(C)C2=O	-0.1	5	-3	-4	2	-3	0.4	0	4
CS(=O)(=O)N(CC(=O)N1CCOCC1)Cc1ccc(Cl)cc1	0.2	-1	1	-3	4	7	1.4	3	-3
O/N=C/c1ccccc1Oc1ccccc1	-0.2	7	7	-3	-2	-22	0.2	-7	-2
S=c1[nH]nc(-c2cccnc2)o1	-0.1	0	-13	1	-1	-11	0.8	-2	-3

Two compounds drawn at random from those above:
SMILES	Efflux pump mplx	proCasp7 act	proCasp3 act	PP1 counter	TPT1 inhibitor	GASC-1 inh	PP5 primary	core dimer inh	Fh CTSL1 inh
COc1ccccc1OCCCCCCN1CCOCC1	-0.2	-1	-3	-2	-1	-10	3.5	1	1
Nc1cc(=O)[nH]c(SCc2cccc(Cl)c2)n1	0.0	2	3	1	-1	0	0.3	11	0

Additional entries
SMILES	Efflux pump mplx	proCasp7 act	proCasp3 act	PP1 counter	TPT1 inhibitor	GASC-1 inh	PP5 primary	core dimer inh	Fh CTSL1 inh
O=C1CN(O)C=C2N=c3ccccc3=C2N1c1ccc([N+](=O)[O-])cc1	0.0	7	7	-3	2	-5	0.3	-2	7
Cc1ccc(N2CC(C(=O)Nc3nnc(SCC(=O)Nc4nc(C)cs4)s3)CC2=O)cc1 (stereo unspecified)	-0.4	6	10	2	-4	6	2.3	-4	3
C=CCOc1c(Cl)cc(CNc2ccc(C)c(Cl)c2)cc1OC	-0.3	0	-5	1	-2	-4	5.4	-15	5
CC(Oc1cccc(F)c1)C(=O)/C=C\N(C)C (stereo unspecified)	-0.1	-10	-2	-5	-5	-2	2.4	-3	-2
O=C(Cc1ccccc1[N+](=O)[O-])NCc1ccc2c(c1)OCO2	-0.2	-2	4	0	-2	-25	2.8	-2	-1
CCN(CC)S(=O)(=O)c1ccc(NC(=O)c2cc(-c3ccccc3)nc3ccccc23)cc1	-0.2	-9	3	-3	1	-1	2.6	10	3
CCOC(=O)C1CCN(Cc2ccc(OCc3ccccc3)c(OC)c2)CC1	0.2	1	-3	0	-2	-2	0.5	-6	0
O=C(CN(c1ccccc1)S(=O)(=O)c1ccccc1[N+](=O)[O-])N1CCCC1	0.0	2	9	-1	-4	-2	1.3	5	-5
Cc1ccc[n+](CC(=O)Nc2c(Cl)cc(Cl)cc2Cl)c1	0.1	8	7	1	0	21	-0.7	0	1
CC(=O)Nc1ccc(S(=O)(=O)NCCS(=O)(=O)N2CCN(c3ccccc3)CC2)cc1	-0.1	-6	8	-3	-1	8	2.2	1	-3
CCOC(=O)CC(NC(=O)c1cc2cc(Br)ccc2oc1=O)c1cccc([N+](=O)[O-])c1 (stereo unspecified)	0.0	9	8	8	-1	-7	1.5	-9	4
O=C1CCc2cc(S(=O)(=O)N3CCC(C(=O)NC4CCCc5ccccc54)CC3)ccc2N1 (stereo unspecified)	-0.1	7	5	-4	2	-12	2.8	1	-2
CC(C)CN1C(=O)c2ccc(C(=O)Nc3c[nH]c(=O)[nH]c3=O)cc2C1=O	0.1	-3	3	-1	-1	-13	1.1	1	1
CSc1ccccc1NC(=O)CCn1c(=O)oc2ccccc21	0.1	-8	5	0	-3	1	1.4	-14	1
CN(C)c1ccc(NC(N)=S)cc1	0.0	-2	-6	1	1	-1	2.8	-4	-3
O=C(O)CCNC(=O)c1ccc(NC(=O)C(c2ccccc2)c2ccccc2)cc1	0.1	-3	3	-1	0	-5	1.6	2	-6
Cc1ccc(NC2CCCN(C(=O)c3c(C)noc3C)C2)cc1C (stereo unspecified)	0.0	-1	0	-4	0	3	1.6	-4	7
CC(C)(C)c1ccc(C(=O)N2CCN(c3nc4ccccc4o3)CC2)cc1	0.0	-4	-10	2	-4	-11	0.9	-5	-2
COc1ccccc1-c1nnc(SCC(=O)c2c(N)n(C3CC3)c(=O)[nH]c2=O)o1	-0.1	-5	6	1	.	8	1.1	.	.
COc1ccccc1NC(=O)C1CCCN(S(=O)(=O)c2ccc(-n3cnnn3)cc2)C1 (stereo unspecified)	0.0	-8	2	-2	2	17	0.3	-3	-1
Fc1ccc(/C=N/n2c(COc3ccccc3)n[nH]c2=S)cc1	-0.1	-11	-14	2	0	-3	-1.2	-9	2
O=C(COC(=O)c1cccc(S(=O)(=O)N2CCOCC2)c1)Nc1ncc(C(F)(F)F)cc1Cl	-0.1	10	-2	0	0	-3	-0.1	4	-7
O=C(OCCN1C(=O)c2ccccc2C1=O)c1cnccn1	-0.1	0	-4	-5	-6	2	0.8	0	-5
O=S(=O)(c1ccc(Cl)cc1)N1CCC(n2cccc2)CC1	0.1	4	-9	-2	0	-8	-1.1	1	6
CCSc1ccc(-c2cccc([N+](=O)[O-])c2)nn1	0.0	10	2	-4	-4	-20	0.0	3	0
COC(=O)COc1ccc2c(=O)c(-c3ccccc3)coc2c1	0.1	1	3	-6	2	-7	-1.7	-1	1
Cc1nc(SCC(=O)c2c(N)n(C3CC3)c(=O)[nH]c2=O)[nH]c(=O)c1CCO	-0.2	-6	2	0	.	-12	0.6	.	.
CCN1CCCC1CNC(=O)CCc1nc(-c2ccc(C)cc2)no1 (stereo unspecified)	0.1	1	-2	-1	-6	-5	-1.2	-2	-10
O=C(NC1CC1)c1ccc(NS(=O)(=O)c2ccc(F)cc2)cc1	-0.1	1	3	-5	3	-1	-3.5	-2	-1
Cc1ccc(N=Cc2c(O)cc(C)oc2=O)c(C)c1	-0.1	4	0	3	9	4	0.1	-20	2
CC(=O)c1ccc(OCCCC(=O)Nc2cccc(-c3nn[nH]n3)c2)cc1	0.1	-6	-3	2	1	3	4.9	0	-2
C=CCn1c(O)c(N=NC(=O)c2ccccc2NS(=O)(=O)c2cccs2)c2ccccc21	-0.2	-12	2	2	-2	2	1.3	17	3
CCc1ccc(/C=C/c2c([N+](=O)[O-])c(=O)n(C)c(=O)n2C)cc1	0.1	10	6	-6	-5	4	2.8	3	4
O=C(CCN1C(=O)C2CC=C(Cl)CC2C1=O)Nc1ccccc1O (stereo unspecified)	0.0	15	-1	0	0	13	-2.9	-1	2
COc1ccc(S(=O)(=O)N2CCCCC2)cc1NC(=O)CN(C)C1CCCCC1	-0.1	-2	4	-3	-2	-7	0.7	7	1
Cc1cccn2c(CN(C)CC3Cc4ccccc4O3)c(C(=O)N3CCCCC3)nc12 (stereo unspecified)	0.0	6	-4	-1	3	2	-0.1	2	1
NC(=O)C1CCN(C(=O)c2ccc(CS(=O)(=O)c3c(Cl)cccc3Cl)o2)CC1	0.1	0	-7	-5	-2	-26	2.7	2	11
O=C(NNS(=O)(=O)c1ccccc1)c1cccs1	-0.1	-4	1	-3	-2	8	0.7	-3	1
CC(=O)/C(=N/Nc1ccccc1Cl)Sc1nnc(C(O)c2ccccc2)n1-c1ccccc1 (stereo unspecified)	-0.3	-18	-4	1	48*	2	-2.0	10	1
CCn1c(=S)sc2c(=O)n(CC(=O)Nc3cc(OC)ccc3OC)c(C)nc21	0.0	-4	4	-2	-2	10	1.8	11	0
O=c1c2cnn(-c3ccccc3)c2nc(-c2ccco2)n1-c1ccccc1	0.0	3	7	5	1	.	1.2	0	0
COCCn1c(SCC(=O)NCC2CCCO2)nc2c(c1=O)SC(C)C2 (stereo unspecified)	0.3	-1	0	-2	-2	191	1.7	-4	1
CCOC(=O)C1=C(C)Nc2ncnn2C1c1ccc2c(c1)OCO2 (stereo unspecified)	-0.1	3	4	3	-4	4	-0.9	-2	1
Nc1n[nH]c(C2CC2)c1N=Nc1ccc(Cl)cc1	-0.2	-6	1	1	-2	-1	3.8	-7	2
COc1ccc(/C=C/C(=O)Nc2ccc(N3CCOCC3)cc2)cc1	-0.5	2	0	-3	2	2	4.6	-7	1
CN1/C(=C\C=C(C#N)C#N)C(C)(C)c2ccccc21	-0.1	-14	2	-3	17	-1	3.9	3	4

Of the compounds above, four contain fluorine.
SMILES	Efflux pump mplx	proCasp7 act	proCasp3 act	PP1 counter	TPT1 inhibitor	GASC-1 inh	PP5 primary	core dimer inh	Fh CTSL1 inh
CC(Oc1cccc(F)c1)C(=O)/C=C\N(C)C (stereo unspecified)	-0.1	-10	-2	-5	-5	-2	2.4	-3	-2
Fc1ccc(/C=N/n2c(COc3ccccc3)n[nH]c2=S)cc1	-0.1	-11	-14	2	0	-3	-1.2	-9	2
O=C(COC(=O)c1cccc(S(=O)(=O)N2CCOCC2)c1)Nc1ncc(C(F)(F)F)cc1Cl	-0.1	10	-2	0	0	-3	-0.1	4	-7
O=C(NC1CC1)c1ccc(NS(=O)(=O)c2ccc(F)cc2)cc1	-0.1	1	3	-5	3	-1	-3.5	-2	-1
